KB-V1 MDR tox: KB-V1 MDR subline cytotoxicity; 400,000 compounds, 3.4% hits; Potency, µM (doses to about 46.1 µM), for inactives: at the highest dose activity change, negative = cytotoxicity, most hits filed as cytotoxic; AID 1347076; KB-V1 MDR cells viability, CellTiter-Glo, 72 h; note: % is set by controls: 0 for no effect and ±100 for the full control effect; nearly all actives have a fitted effect of over 60% in size
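Drug-selected KB-V1 cells, grown in DMEM lacking phenol red with 10% FBS, receive compound titrations; after three days at 37 degrees C, surviving cell ATP is quantified by CellTiter-Glo luminescence and responses normalized and curve-fitted.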
SW480 rerep: DNA re-replication induction in SW480 cells | SW480 DNA re-replication, Hoechst DNA content imaging, 48 h | Potency, µM (doses to about 46.1 µM), for inactives: top-dose re-replication activation, most hits filed as activators | AID 624297 | 340,000 compounds, 1.8% hits; note: % of control where 0% means no effect; nearly all actives have a fitted effect of over 55% in size
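Hoechst fluorescence of nuclei (405 nm excitation, 500-530 nm emission) measured by plate-scanning imager after 48 hr compound exposure at 37 C; re-replication scored as increased number of nuclei with elevated intensity.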
KB-3-1 cytotox: kills parental KB-3-1 adenocarcinoma cells; 400,000 compounds, 1.4% hits; KB-3-1 viability, CellTiter-Glo ATP luminescence, 72 h; Potency, µM (titrated, usually from 46.1 µM), without a hit: at the top dose activity change, negative = cytotoxic, actives largely listed as cytotoxic; note: % is set by controls: 0 for no effect and ±100 for the full control effect; nearly all actives have a fitted effect of over 60% in size
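Parental KB-3-1 adenocarcinoma cells in phenol-red-free DMEM with 10% FBS were pin-treated with compounds at several concentrations, incubated 72 h at 37 °C, and viability read by CellTiter-Glo luminescence; concentration-effect curves were fitted after normalization.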
HT1080-NT tox: kills 2HG-producing HT-1080-NT fibrosarcoma cells | HT-1080-NT fibrosarcoma viability, CellTiter-Glo ATP luminescence, 48 h | Potency, µM (titrated, usually from 46.1 µM), without a hit: top-dose activity, negative = less viability, most hits filed as cytotoxic | 360,000 compounds, 1.6% hits;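 note: NT is the 2HG producing partner of a matched IDH1 knockdown line; 0% = DMSO-treated cells and -100% = media-only wells without cells; nearly all actives have a fitted effect of over 55% in size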
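Read-out is CellTiter-Glo luminescence after 10 minutes at room temperature, following 48 hours' compound treatment of HT-1080-NT cells (750 cells/well, RPMI, 5% FBS, 37 degrees C).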
HT1080 IDH1KD tx: kills HT-1080 cells with IDH1 knockdown. 360,000 compounds, 2% hits. AID 686971. HT-1080 IDH1 knockdown viability, ATP luminescence, 48 h. Potency, µM (highest dose often 46.1 µM), without a hit: top-dose activity, negative = toxicity, usual class: cytotoxic;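 note: 0% = DMSO wells and -100% = cell-free medium wells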
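In this qHTS, HT-1080 cells depleted of IDH1 are exposed for 48 h at 37 °C to compound titrations. Toxicity is scored from CellTiter-Glo luminescence, with DMSO as full viability and medium alone as none.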
TDP43 rescue: rescues yeast growth from TDP-43 toxicity; TDP-43 expressing yeast growth rescue, BacTiter-Glo, 24 h; Potency, µM (titrated, usually from 46.1 µM), for inactives: top-dose growth rescue (activation), usual class: activators; 410,000 compounds, 1.8% hits; AID 652104; note: % of control where 0% means no effect; nearly all actives have a fitted effect of over 50% in size
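In this qHTS, compounds that restore growth of yeast expressing TDP-43 appear as activators. Cells (OD600=0.02, galactose medium, raffinose-pregrown) are incubated with compound 24 hr at 30 deg C and growth is quantified by BacTiter-Glo.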
GLP1R ag: GLP-1 receptor (human) agonism | P43220 | HEK293 GLP-1R CRE-luciferase, luminescence, 4-6 h; cells express a hypersensitive GLP-1R form | Potency, µM (highest dose often 45.6 µM), for the others: at the highest dose activation, usual class: activators | 380,000 compounds, 0.007% hits | AID 624172; note: % of control where 0% means no effect
Target sequence (P43220 whole entry, looked up): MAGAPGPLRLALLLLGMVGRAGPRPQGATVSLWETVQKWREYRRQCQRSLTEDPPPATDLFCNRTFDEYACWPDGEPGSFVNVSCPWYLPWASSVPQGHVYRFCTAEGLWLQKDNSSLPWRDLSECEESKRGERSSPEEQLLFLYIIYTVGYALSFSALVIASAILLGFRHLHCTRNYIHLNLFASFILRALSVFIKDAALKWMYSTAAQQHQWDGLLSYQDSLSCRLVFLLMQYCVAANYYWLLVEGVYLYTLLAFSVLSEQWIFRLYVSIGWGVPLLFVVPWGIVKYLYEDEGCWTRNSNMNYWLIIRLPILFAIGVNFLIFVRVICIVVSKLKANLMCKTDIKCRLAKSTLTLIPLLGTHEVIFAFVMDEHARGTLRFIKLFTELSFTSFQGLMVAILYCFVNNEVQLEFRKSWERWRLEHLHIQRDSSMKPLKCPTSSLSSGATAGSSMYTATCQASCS
HEK293 tox: cytotoxicity in counter-screen for GLP-1R inverse agonists; HEK293 cAMP-luciferase reporter cells, luminescence, 24 h; Potency, µM (titrated, usually from 38.3 µM), without a hit: top-dose activity change, negative = inhibition, hits mostly inhibitors; 410,000 compounds, 0.13% hits; AID 624418;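 note: loss of luciferase light is scored as toxicity; % is set by controls: 0 for no effect and ±100 for the full control effect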
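Seeding density was 200 cells/uL; after overnight-length (12 h) culture, 23 nL compounds went on for 24 h at 37 °C. Readout used a luciferase detection reagent, luminescence taken after 12 min at room temperature.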
GLP1R inv ag: acts as inverse agonist at human GLP-1 receptor; HEK293 GLP-1R CRE-luciferase, luminescence, 24 h; GLP-1R form is constitutively active; Potency, µM (titrated, usually from 38.3 µM), for inactives: at the top dose activity change, negative = inhibition, hits mostly inhibitors; 410,000 compounds, 1.6% hits; note: % is set by controls: 0 for no effect and ±100 for the full control effect; nearly all actives have a fitted effect of over 55% in size
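Luminescence readout: a drop in cAMP-driven luciferase signal flags inverse agonism at a constitutively active GLP-1R stably expressed in HEK293. Compound exposure lasted 24 hr at 37 deg C, 5% CO2.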
* hit, by the source's call; ? = inconclusive; . = not tested or not shown; & = joins results of further samples; [ ] = dose if it differs, or a comment. Calls come from the whole dose curve; as a rule, active = well fitted curve in the direction sought with a large enough effect; inconclusive = small, poorly fitted or top-dose-only effect, or another doubt; inactive = no such curve, though single readings can be large; an effect the other way counts as inactive or inconclusive. Potency is the fitted concentration of half-maximal effect.

SMILES	KB-V1 MDR tox	SW480 rerep	KB-3-1 cytotox	HT1080-NT tox	HT1080 IDH1KD tx	TDP43 rescue	GLP1R ag	HEK293 tox	GLP1R inv ag
O=C1NC(c2ccccc2)=CC(c2ccccc2O)N1 (stereo not drawn)	0%	-1%	6%	19%	5%	11%	-5%	-29%	-4%
Cc1nn(Cc2c(Cl)cccc2Cl)c(C)c1NC(=O)CCCn1nc([N+](=O)[O-])c(Cl)c1C	?	-6%	-2%	-2%	-1%	-6%	9%	-3%	2.5µM*
CCCCN(CC)S(=O)(=O)c1ccc2c(c1)n(C)c(=O)c(=O)n2C	-6%	-23%	4%	3%	1%	6%	-8%	9%	15%
CN1CCC(N2CCN(c3cccc(C(F)(F)F)c3)CC2)CC1	15%	-3%	-7%	10%	2%	-16%	-8%	-8%	-1%
Cc1ccc(N2C(=O)c3ccccc3NC2c2ccccc2O)cc1 (stereo not drawn)	-7%	6%	-5%	-12%	-8%	7%	-5%	21%	?
CC(C)(C)N(Cc1ccccc1)C(=O)COC(=O)CSc1ccc([N+](=O)[O-])cc1	-2%	-11%	0%	9%	-3%	3%	8%	1%	-12%
CN(C)/C=N/c1c(C#N)cnn1-c1ncnc2sc(-c3ccccc3)cc12	?	0%[9.22 µM]	-6%	-9%	-11%	?	4%	-13%	7%
Cc1cccc(NC(=O)CSc2nc3[nH]ncc3c(=O)[nH]2)c1	-1%	-3%	27%	3%	4%	19%	-4%	1%	6%
CCC(C)NS(=O)(=O)c1ccc(NC(=O)c2c(-c3ccccc3)noc2C)cc1 (stereo not drawn)	-15%	-4%	-1%	-1%	-5%	0%	6%	-19%	?
Cc1ccc(/C=N/n2c(-c3ccco3)n[nH]c2=S)cc1	2%	-12%	16%	7%	6%	?	2%	?	-15%
CN1CCN(C(=O)CSc2nc3c(c(=O)n(C)c(=O)n3C)n2C)CC1	-2%	-7%	-2%	0%	-1%	-16%	-1%	4%	16%
COc1ccc2cc(C3(C)NC(=O)N(CC(=O)NCC(F)(F)F)C3=O)ccc2c1 (stereo not drawn)	3%	-8%	4%	-8%	-13%	-3%	10%	1%	-14%
Cc1noc(C)c1-c1ccc(C(=O)NCc2ccc(Cl)cc2)c2occc12	?	.	-6%	?	?	22%	28%	-7%	?
CCCn1c(=O)c2c(nc3n2CCCN3CCc2ccccc2)n(C)c1=O	?	-1%	-1%	3%	-1%	?	16%	6%	?
CC1(C(=O)NS(=O)(=O)Cc2ccccc2C(F)(F)F)CCN1C(=O)c1ccccc1 (stereo not drawn)	-7%	.	3%	-3%	13%	-22%	-4%	1%	-7%
COc1ccc(C(=O)NCC(=O)OCc2ccccc2F)cc1	0%	-5%	2%	12%	26%	-18%	8%	19%	-4%
O=c1c(-c2ccccc2)coc2c(CN3CCOCC3)c(O)ccc12	-5%	-1%	5%	17%	18%	18%	-14%	-5%	1%
Cc1c(Cl)cccc1NC(=S)NCc1cccn1C	-3%	-9%	6%	-4%	-7%	26%	1%	-9%	-4%
Cc1ccc(CCNC(=O)C2CCCN(C(=O)N(C)C)C2)cc1 (stereo not drawn)	?	1%	10%	7%	5%	-15%	-16%	0%	2%
Cc1ccc(C)c(NC(=O)CSc2nc(=O)n(CCN3CCOCC3)c3c2CCCC3)c1	?	-1%	?	13%	1%	23%	15%	-2%	12%
NC(=O)CC(NC(=O)Cc1ccc(Br)cc1)c1ccc(NC2CCCC2)c([N+](=O)[O-])c1 (stereo not drawn)	22%	-2%	?	-1%	-1%	0%	-2%	-1%	19%
O=C(NCCN1CCOCC1)c1ccncc1	7%	1%	1%	14%	10%	4%	-8%	-3%	-2%
CCOC(=O)N1CCC(=C(C#N)C(=O)Nc2cc(OC)ccc2OC)CC1	5%	-5%	-7%	5%	10%	-9%	2%	-16%	0%
O=C(O)CCc1ccc(-c2cccs2)n1CCC(=O)O	5%	-7%	10%	14%	4%	-2%	-2%	2%	10%
CC(C(=O)O)n1ncc2ccccc2c1=O (stereo not drawn)	-9%	0%	13%	4%	7%	26%	-2%	2%	7%
O=C1c2ccccc2-c2cccc(C(=O)N3CCCCC3)c21	-13%	-10%	1%	-12%	-5%	2%	9%	-1%	-8%
COc1ccc(S(=O)(=O)NC(C)C)cc1-n1cnnn1	?	-4%	6%&-3%	8%	26%	16%&13%	9%	3%&4%	3%&18%
O=C(CC1C(=O)NCCN1Cc1c(F)cccc1Cl)NCCCN1CCCC1=O (stereo not drawn)	.	-8%	.	-1%	1%	-16%	-1%	3%	8%
N#Cc1cccc(CN2C=NS(=O)(=O)c3ccccc32)c1	30%	-1%	13%	3%	-4%	-4%	5%	-16%	18%
Cc1ccc(NS(=O)(=O)c2ccc3[nH]c4c(c3c2)CCCCCC4)cc1C	-22%	.	-22%	.	.	12%	.	-21%	?

12 compounds from above, arranged by heavy-atom count, largest number first:
SMILES	KB-V1 MDR tox	SW480 rerep	KB-3-1 cytotox	HT1080-NT tox	HT1080 IDH1KD tx	TDP43 rescue	GLP1R ag	HEK293 tox	GLP1R inv ag
Cc1ccc(C)c(NC(=O)CSc2nc(=O)n(CCN3CCOCC3)c3c2CCCC3)c1	?	-1%	?	13%	1%	23%	15%	-2%	12%
NC(=O)CC(NC(=O)Cc1ccc(Br)cc1)c1ccc(NC2CCCC2)c([N+](=O)[O-])c1 (stereo not drawn)	22%	-2%	?	-1%	-1%	0%	-2%	-1%	19%
O=C(CC1C(=O)NCCN1Cc1c(F)cccc1Cl)NCCCN1CCCC1=O (stereo not drawn)	.	-8%	.	-1%	1%	-16%	-1%	3%	8%
CCOC(=O)N1CCC(=C(C#N)C(=O)Nc2cc(OC)ccc2OC)CC1	5%	-5%	-7%	5%	10%	-9%	2%	-16%	0%
O=c1c(-c2ccccc2)coc2c(CN3CCOCC3)c(O)ccc12	-5%	-1%	5%	17%	18%	18%	-14%	-5%	1%
Cc1ccc(CCNC(=O)C2CCCN(C(=O)N(C)C)C2)cc1 (stereo not drawn)	?	1%	10%	7%	5%	-15%	-16%	0%	2%
O=C1c2ccccc2-c2cccc(C(=O)N3CCCCC3)c21	-13%	-10%	1%	-12%	-5%	2%	9%	-1%	-8%
N#Cc1cccc(CN2C=NS(=O)(=O)c3ccccc32)c1	30%	-1%	13%	3%	-4%	-4%	5%	-16%	18%
COc1ccc(S(=O)(=O)NC(C)C)cc1-n1cnnn1	?	-4%	6%&-3%	8%	26%	16%&13%	9%	3%&4%	3%&18%
Cc1c(Cl)cccc1NC(=S)NCc1cccn1C	-3%	-9%	6%	-4%	-7%	26%	1%	-9%	-4%
O=C(NCCN1CCOCC1)c1ccncc1	7%	1%	1%	14%	10%	4%	-8%	-3%	-2%
CC(C(=O)O)n1ncc2ccccc2c1=O (stereo not drawn)	-9%	0%	13%	4%	7%	26%	-2%	2%	7%

New compounds follow
SMILES	KB-V1 MDR tox	SW480 rerep	KB-3-1 cytotox	HT1080-NT tox	HT1080 IDH1KD tx	TDP43 rescue	GLP1R ag	HEK293 tox	GLP1R inv ag
Cc1cccc(C)c1NC(=O)COC(=O)c1ccc([N+](=O)[O-])o1	1%	0%	-11%	14%	18%	?	1%	11%	2%
COC(=O)c1sccc1-c1ccc(C(=O)Nc2ccccc2)o1	13µM*	-3%	?	?	14%	13µM*	2%	12%	-18%
Cc1cccc(OCc2nnc(SCC(=O)c3c(N)n(C4CC4)c(=O)[nH]c3=O)o2)c1	2%	-3%	-4%	-6%	-5%	6%	-13%	20%	9%
CC1C(=O)N2CCCc3cc(S(=O)(=O)N4CCN(c5ccccc5F)CC4)cc1c32 (stereo not drawn)	-8%	22%	?	1%	-7%	21%	10%	14%	-16%
CCOc1ccc(-c2nnn(CC(=O)Nc3cc(OC)cc(OC)c3)n2)cc1OCC	-20%	2%	1%	-4%	?	-4%	2%	-27%	-8%
CCOc1ccc(S(=O)(=O)N2CN(c3cccc(C(C)=O)c3)c3nc4ccccc4nc32)cc1	-26%	0%	15%	0%	-1%	19%	-7%	-2%	7%
CC1=CC2=NC(=O)CC(C)(C(=O)N(CC(=O)NC(C)(C)C)C3CCCC3)N2C=C1 (stereo not drawn)	-2%	-3%	-2%	13%	1%	2%	-12%	5%	27%
COc1cc(CNc2ncnc3c2ncn3[C@H]2CN(Cc3cc(OC)c(OC)c(OC)c3)C[C@@H](CO)O2)cc(OC)c1OC	4%	.	0%	28%	14%	18%	8%	-8%	1%
Cc1nc2ccc(F)cc2cc1C(=O)NCC1CCCO1 (stereo not drawn)	-19%	?	-1%	-4%	-2%	15%	-5%	?	?
Cc1ccc(S(=O)(=O)N2CCOCC2)cc1C(=O)N(Cc1nnc(-c2ccccc2Cl)o1)C1CC1	?	-6%	11%	4%	0%	-15%	-1%	0%	-23%
COc1ccc(OC)c2cc3ccccc3cc12	-9%	14%	-15%	-2%	?	-95%[inhibitor]	-2%	44%[activator]	40%[activator]
COc1ccc(OCCSc2nnc(-c3ccoc3C)n2C)cc1	-3%	-2%	3%	0%	-1%	21%	5%	-4%	?
O=c1[nH]nc(Cc2ncc(C(F)(F)F)cc2Cl)c2ccccc12	?	27%	?	-2%	-21%	-10%	24%	4%	-24%
Cc1oncc1C(=O)Nc1cccc2ccccc12	23%	2%	-1%	-9%	-3%	18%	-1%	-3%	12%
CC1CC(C)CN(C(=O)c2ccc(CSc3nc4ccncc4[nH]3)cc2)C1 (stereo not drawn)	0%	-15%	?	13%	-1%	17%	5%	-7%	-25%

Screens: PubChem BioAssay, National Center for Advancing Translational Sciences (NCATS)
